Arrestin-AP2 inh: human beta-arrestin and AP2 interaction inhibition. FITC-arrestin peptide / GST-AP2 beads, flow cytometry; AP2 beta2 appendage carries R879A mutation. AID 504490. 340,000 compounds, 0.31% hits. inhibition, % at 10 µM;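 active = inhibition above a set limit, near 3 SD of compounds lacking own fluorescence, cut at about 54% in these data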;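 note: plate controls were DMSO wells for no effect and 5 µM unlabelled arrestin peptide for full effect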
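Material – GST-tagged AP2 beta2-adaptin appendage (R879A) on 4 µm glutathione beads · Probe or stimulus – fluorescein-tagged arrestin peptide at 50 nM final · Timing – 12 min plus 1 h, RT · Detection – bead flow cytometry, FITC channel · Read-out basis – inhibition as reduced fluorescein signal on beads, percent · Medium – PBS plus Tween 20 (0.05%) and BSA (0.1%)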
PKA-R2B act: activates the human PKA-R2B holoenzyme complex; PKA-R2B holoenzyme dissociation, Cy5-IP20 fluorescence polarization; R2B truncated from residue 108, S112A mutant; 0% DMSO only, 100% 113 µM cGMP; activation, % at 11.4 µM; 340,000 compounds, 0.079% hits;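 active = activation above a cutoff set at the mean over all compounds plus 3 SD, cut at about 18% in these data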;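 note: higher means more holoenzyme dissociation and a rise in polarization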
DSG3 Ab inh: human desmoglein-3 autoantibody binding inhibition; P32926; AID 588358; DSG3-coupled beads, scFv-anti-DSG3-GFP binding, flow cytometry; active compounds read low; 310,000 compounds, 0.48% hits; binding (percent of control), % at 10 µM;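 active = binding more than 3 SD below its plate's average and above zero; inconclusive = below that plate limit but binding exactly zero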;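 note: hits lower antibody fragment binding to DSG3; some compounds called inactive have numbers as strong as hits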
Target sequence (P32926 whole entry, looked up, the tested form may be a part): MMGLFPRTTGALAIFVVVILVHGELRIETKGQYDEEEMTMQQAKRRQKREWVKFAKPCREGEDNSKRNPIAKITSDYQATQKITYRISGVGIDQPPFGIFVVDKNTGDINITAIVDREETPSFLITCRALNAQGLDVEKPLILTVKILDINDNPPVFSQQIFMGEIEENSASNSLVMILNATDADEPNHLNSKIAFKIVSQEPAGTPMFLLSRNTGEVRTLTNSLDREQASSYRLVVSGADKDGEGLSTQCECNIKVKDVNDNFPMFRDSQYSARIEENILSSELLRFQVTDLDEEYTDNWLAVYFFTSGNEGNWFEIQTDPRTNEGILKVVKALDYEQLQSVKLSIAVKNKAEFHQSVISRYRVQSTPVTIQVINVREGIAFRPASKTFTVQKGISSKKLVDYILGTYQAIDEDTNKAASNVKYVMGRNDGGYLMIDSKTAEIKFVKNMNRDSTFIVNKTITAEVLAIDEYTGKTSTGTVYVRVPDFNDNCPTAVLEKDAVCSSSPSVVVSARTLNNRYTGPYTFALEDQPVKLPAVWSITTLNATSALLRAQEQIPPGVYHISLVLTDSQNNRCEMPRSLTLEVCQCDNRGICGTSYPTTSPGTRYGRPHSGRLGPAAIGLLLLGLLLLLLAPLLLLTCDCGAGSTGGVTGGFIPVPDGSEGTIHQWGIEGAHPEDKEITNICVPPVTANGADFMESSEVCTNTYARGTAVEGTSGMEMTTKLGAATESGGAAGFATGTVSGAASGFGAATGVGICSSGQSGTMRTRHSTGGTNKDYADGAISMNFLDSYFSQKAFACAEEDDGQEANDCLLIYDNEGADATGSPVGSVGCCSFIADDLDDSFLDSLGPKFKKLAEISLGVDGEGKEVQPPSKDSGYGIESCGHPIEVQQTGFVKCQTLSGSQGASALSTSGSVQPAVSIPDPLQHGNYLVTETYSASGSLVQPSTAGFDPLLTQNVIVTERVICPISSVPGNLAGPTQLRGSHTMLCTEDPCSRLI
PKA-R1A act: activators of PKA-R1A complex; P00514+P68181; 340,000 compounds, 0.083% hits; PKA-R1A dissociation, Cy5-IP20 fluorescence polarization; scaled: DMSO 0%, 113 µM cGMP 100%; activation, % at 11.4 µM;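 active = percent activation above the mean of all tested compounds plus 3 SD, cut at about 19% in these data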;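 note: higher means more PKAc released from R1A so a rise in polarization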
SR-BI HDL uptake: blocks mouse SR-BI lipid uptake from DiI-HDL. Q61009. ldlA[mSR-BI] CHO cells, DiI-HDL uptake fluorescence, 3 h. inhibition, % at 12.5 µM. 320,000 compounds, 0.96% hits. AID 488896;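 active = mean replicate inhibition of at least 70% and a set share of replicates each scoring 70 or more; inconclusive = meets just one of the two criteria; inactive = fails both criteria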;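 note: 0% = median of neutral control wells and 100% = median of positive control wells; values of inactives mirror those of a sister screen read the other way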
CDK5 inh: inhibitors of human CDK5/p35 kinase; Q00535+Q15078; Recombinant CDK5/p35, ADP-Glo luminescence, 60 min; inhibition, % at 10 µM; 330,000 compounds, 0.01% hits; AID 488839;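 active = highest replicate inhibition of at least 50% and at least 75% of replicates reaching 50%; inconclusive = only one of the two criteria met; inactive = both criteria failed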;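 note: plate controls were DMSO neutral control for no effect and GW8510 at 10 µM for full effect; many of its hits are not listed in these tables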
SR-BI DiI-HDL act: activators of SR-BI mediated HDL lipid uptake; CHO ldlA[mSR-BI] cells, DiI-HDL uptake fluorescence, 3 h; 100 = double the neutral-control signal; activation, % at 12.5 µM; 320,000 compounds, 0.096% hits; AID 504775;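 active = mean replicate activation of at least 60% and every replicate at or above 60%; inconclusive = mean or all-replicate condition met, but not both; inactive = mean below 60% and not all replicates reaching 60%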;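 note: 0% = median plate neutral-control signal and 100% = twice that signal; values of inactives mirror those of a sister screen read the other way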
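system = CHO ldlA[mSR-BI] cells, LDL receptor-null, SR-BI overexpressing | medium = Ham's F12 with 0.5% BSA, HEPES 25 mM, pH 7.4 | probe or stimulus = DiI-HDL 10 µg/mL | compound dosing = single-point compound dose | incubation = compound exposure 3 h, 37 °C | technique = DiI fluorescence, bottom read | read-out = cell-associated DiI fluorescence as measure of HDL uptake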
MITF act: MITF TRPM1 promoter activation in melanoma cells; SK-MEL-5 TRPM1-promoter luciferase, 24 h; % of positive control, neutral wells = 0; activation, % at 12.5 µM; 300,000 compounds, 0.75% hits;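 active = mean activation of at least 80% with every replicate also reaching 80%; inconclusive = mean reaches 80% but some replicate falls short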;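 note: 0% = neutral control wells and 100% = parthenolide positive control wells; values of inactives mirror those of a sister screen read the other way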
NSD2 HMT inh: NSD2 (human) methyltransferase inhibition | NSD2 peptide methylation, AlphaScreen, 120 min | inhibition, % at 12.5 µM | 310,000 compounds, 0.54% hits | AID 743445; in the data active = inhibition above about 50%
SUMO Mot1 rescue: blocks SUMOylation pathway, rescuing yeast Mot1-301 growth; S. cerevisiae Mot1-301 growth rescue, ATP luminescence, 38.5C; percent above DMSO median, 100 means doubled; growth rescue, % at 18.8 µM; 320,000 compounds, 1% hits; AID 2716;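 active = every valid replicate shows activation above 250% relative to neutral control wells; inactive = the rest, any valid replicate at or below 250%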;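 note: OY570 slx delta 5 strain wells were the positive control but not used for scaling; some compounds called inactive have numbers as strong as hits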
dFosB act: activators of mouse delta FosB homodimer; P13346; purified delta FosB, TAMRA-CDK5 oligo fluorescence polarization; percent of positive-control signal above neutral wells; activation, % at 25 µM; 340,000 compounds, 0.99% hits; AID 493131;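 active = mean activation above about 17%, with every replicate also reaching it, limit read from the data, passing the limit was not always enough; inconclusive = only one of the two conditions met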;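 note: fluorescence polarization rise as delta FosB binds a TAMRA Cdk5 AP-1 oligo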
Starred values were filed as active, the others as inactive; ? = inconclusive; nt = no result given.

Arrestin-AP2 inh	PKA-R2B act	DSG3 Ab inh	PKA-R1A act	SR-BI HDL uptake	CDK5 inh	SR-BI DiI-HDL act	MITF act	NSD2 HMT inh	SUMO Mot1 rescue	dFosB act	canonical_smiles
1	8	104	1	-1	1.7	1	-10	nt	58	4	COC(=O)[C@]1(C)CCC[C@@]2(C)C3CC[C@@]4(C)C[C@]3(CCC21)CC(=O)N4C (stereo partly drawn)
-2	-11	106	-8	4	2.7	-4	29	-2	nt	-7	CCn1cc(Cl)c(C(=O)Nc2ccc3c(c2)OCCO3)n1
1	5	97	-3	-1	-0.2	1	1	1	-5	0	O=C(NCc1ccc(Cl)cc1)c1ccccc1Oc1ccccc1
10	-5	110	-1	-16	-1.1	16	nt	0	-2	-4	Cc1cc(N)ccc1NC(=O)CN1CCOCC1
7	6	106	-8	90*	-1.1	-90	-1	3	-6	-5	COc1ccc(/C(C)=N/NC(=O)c2ccc(CSc3cccc4cccnc34)cc2)cc1OC
-9	-7	113	-19	-14	-0.8	14	4	0	-1	-6	COc1cc(/C=C/C(=O)OCC(=O)N2CCC(C)CC2)ccc1O
-3	-1	nt	3	1	-0.6	-1	2	2	nt	0	O=c1[nH]c(=O)n(C(c2ccccc2)(c2ccccc2)c2ccccc2)cc1N(CCO)CCO
10	6	98	-3	-14	-1.4	14	-8	-6	-7	0	C=CCNc1nc(C2(C)CC3(CC(C)(C)OC3=O)C(=O)O2)cs1 (stereo not drawn)
7	-2	122	-9	-22	1.8	22	-11	-1	-10	2	Cc1cc(NC(=O)COC(=O)c2oc3c(Cl)cccc3c2C)no1
-6	-9	nt	-14	7	-2.2	-7	0	-4	10	-5	N#CCSc1nc2sccc2c(=O)n1-c1ccccc1
4	-3	nt	-1	5	0.9	-5	nt	36	235	-2	COc1cccc(Cc2n[nH]c(=S)n2Cc2ccco2)c1
-1	11	nt	1	-3	-1.6	3	nt	2	-3	-7	CCOC(=O)C1CCN(CCC(=O)Nc2cccc(Cl)c2)CC1
9	0	99	4	0	-1.7	0	8	nt	296*	-6	NC(=O)C1CCN(C(=O)COc2ccc3c4c(c(=O)oc3c2)CCC4)CC1
-38	-4	104	0	-2	0.2	2	-15	5	-9	-5	COc1ccc(NS(=O)(=O)c2ccc3oc(SC(C)C(N)=O)nc3c2)cc1 (stereo not drawn)
21	-4	nt	6	-4	-1.2	4	8	0	nt	-4	CN1CCN(S(=O)(=O)c2ccc(C(F)(F)F)cc2)C(c2ccccc2)C1 (stereo not drawn)
1	-7	88	-16	-37	0.2	37	-3	-1	28	-1	O=C(NC1CCN(Cc2ccccc2)CC1)c1cncc(Br)c1
1	-8	90	-1	21	-0.2	-21	nt	nt	12	-17	O=c1oc2cc(Oc3c([N+](=O)[O-])cc(C(F)(F)F)cc3[N+](=O)[O-])ccc2c2c1CCCC2
23	-15	97	-8	38	-0.9	-38	44	-4	21	2	Oc1ccc(/C=C/c2ccc3cccc(O)c3n2)cc1Br
-4	-5	124	1	-15	-1.1	15	-8	4	-1	-4	COc1ccc(N(C(=O)CSCC(=O)Nc2cc(C)on2)C(C(=O)NC2CCCCC2)c2ccc(O)c(O)c2)cc1 (stereo not drawn)
-8	0	105	-1	-29	-1.5	29	-1	-2	280	0	COc1ccc(/C=C(/NC(=O)c2ccco2)C(=O)N2CCCCC2)cc1
4	-15	93	-7	8	1.0	-8	-11	0	26	-1	Cc1ccccc1NS(=O)(=O)c1ccc(NC(=O)CSCc2ccc(Br)cc2)cc1
14	-7	97	-8	19	-1.9	-19	3	11	-10	-6	CCc1nnc(N/N=C/c2ccc(-c3ccc([N+](=O)[O-])cc3)o2)n1N
0	0	117	-4	-3	0.5	3	31	3	10	-5	CCC(=O)c1ccc(OCCn2cnc3ccccc32)cc1
21	3	nt	-4	5	-0.2	-5	nt	-2	35	-5	CC(C)(C)c1ccc(-c2c(C#N)c(N)nc3c2CCCC3)s1
5	-7	85	-17	-21	-6.0	21	7	4	161	-8	O=C(COC(=O)/C=C/c1ccc(Cl)cc1)Nc1ccc2c(c1)OCCO2
33	-9	nt	-4	-4	0.0	4	6	-2	-19	2	CCOC(=O)C1CCCN(C(=O)CCn2nnnc2CN2CCOCC2)C1 (stereo not drawn)
1	-13	100	-9	nt	1.1	nt	1	0	-14	5	Cc1c(Cl)c([N+](=O)[O-])nn1CCCC(=O)Nc1c(C)n(C)n(-c2ccccc2)c1=O
11	-3	97	-8	-4	-0.1	4	7	-6	nt	3	O=C(O)Cc1ccc(NC(=O)CCN2C(=O)c3ccc([N+](=O)[O-])cc3C2=O)cc1
1	-8	104	-8	-21	2.3	21	-73	nt	nt	-1	Cc1nnc(Sc2cc(NCCCO)c([N+](=O)[O-])c3nonc23)s1
5	6	nt	2	4	0.4	-4	-1	8	8	-6	COc1cc(CCC(=O)NCC2CCCO2)cc(OC)c1OC (stereo not drawn)
0	-6	99	-3	20	-0.4	-20	22	-4	4	-6	COc1ccccc1-c1nc(C#N)c(N2CCc3ccccc3C2)o1
29	-2	101	5	-20	0.5	20	-7	nt	-19	1	C#CCOCCOCCOCCNc1nc(N2CCN(C(=O)Cn3cc(CCCCN)nn3)CC2)nc(N2CCN(C(=O)[C@H](CCCCN)n3cc(CCCC)nn3)CC2)n1
3	nt	92	nt	10	-0.6	-10	1	5	2	-12	O=C(NCc1ccc2c(c1)OCO2)c1ccc(S(=O)(=O)N2CCOCC2)cc1
-14	-8	103	3	39	-1.7	-39	-10	nt	0	-10	COc1ccc(Cl)cc1NC(=O)CN(C)CC(=O)Nc1ccc(C)cc1Br
15	-3	96	1	8	3.6	-8	3	nt	nt	0	Cc1noc(C)c1S(=O)(=O)Nc1ccc2c(c1)C(=O)N([C@H](C)CO)C[C@H](C)[C@@H](CN(C)C(=O)NC(C)C)O2
-4	-1	101	0	34	0.8	-34	-5	-1	2	-18	CC(OC(=O)c1ccc(Br)c(S(=O)(=O)N2CCOCC2)c1)C(=O)NC1CCCCC1C (stereo not drawn)
-5	-2	126	-2	-11	-1.0	11	nt	-9	-6	3	O=C(CSCc1ccccc1)NCCc1ccc(F)cc1
11	-6	99	-3	-15	-1.3	15	-13	2	0	3	O=C(N/N=C/c1ccc(N2CCCCC2)o1)c1ccccc1[N+](=O)[O-]
3	-5	106	-2	-8	-1.6	8	3	-1	-5	-11	O=C(CC(C(=O)O)c1ccc(Cl)cc1)c1ccc(Br)cc1 (stereo not drawn)
17	-3	nt	3	-45	0.7	45	13	nt	-13	-5	COc1ccc(N2C(=O)CCC(C(=O)N3CCOCC3)C2c2ccc(F)cc2)cc1 (stereo not drawn)
3	5	110	-4	-11	0.8	11	?	-1	7	-7	N#C/C(=C/c1cccs1)c1ccccn1
1	-8	101	-6	-31	-2.3	31	nt	nt	2	-12	O=S1(=O)C=C(Sc2nc3cc(Cl)ccc3o2)c2ccccc21
-2	11	nt	1	nt	-0.7	nt	nt	32	0	-3	CN(C)S(=O)(=O)c1ccc(N2CCCC2)c(C(=O)NC(c2ccccc2)c2ccccc2)c1
10	3	nt	-5	52	-2.2	-52	21	2	-25	-3	O=C(CSc1ccccc1)N1CCCC(N2CCN(c3cccc(Cl)c3)CC2)C1 (stereo not drawn)
-6	-8	102	0	-5	1.0	5	4	nt	1	-5	O=C(c1ccc(Cl)c(Cl)c1)N1CCC(=O)N(C(CO)Cc2ccccc2)CC1 (stereo not drawn)
22	-9	104	7	20	1.4	-20	nt	-2	19	-45	Fc1ccc2nc3[nH]c4ccccc4c3nc2c1
-6	9	102	0	13	-1.1	-13	3	6	-16	-5	COc1cc(/C=C(\NC(C)=O)C(=O)Nc2cccc(O)c2)ccc1OC(C)=O
-2	-10	93	-1	-16	-1.7	16	-8	-1	-8	-3	C=CCn1c(C(CCCC)CC(O)COCC(C)C)n[nH]c1=S (stereo not drawn)
6	0	121	-1	-3	0.5	3	-11	4	19	3	COc1ccc(CNC(=O)CN(c2ccc(C(C)C)cc2)S(=O)(=O)c2c(C)noc2C)cc1
12	14	91	1	10	0.2	-10	-4	3	6	-3	CCCn1nnnc1NCc1ccccc1C
25	-2	102	-6	2	-1.1	-2	-6	-2	-13	-3	COc1cnc(-c2ccccn2)nc1Sc1c(Cl)cccc1Cl
5	-4	88	-6	13	-2.5	-13	-1	-1	11	-13	COc1ccc(NC(=O)C2CCCN(c3ncnc4onc(-c5ccc(F)cc5)c34)C2)cc1 (stereo not drawn)
-7	-8	107	-9	35	2.9	-35	8	17	7	?	CC(=O)Nc1ccc(S(=O)(=O)NCC2CCC(C(=O)NC3CCCCCC3)CC2)cc1 (stereo not drawn)
-1	-9	102	-10	-11	-2.0	11	17	2	3	-9	Cc1ccc(OCc2cc(C(=O)N3CCCC3)no2)cn1
11	-5	111	-2	-13	-0.9	13	0	1	7	-5	CCCCCCC(=O)NNC(=O)c1c(O)c2ccccc2n(CC)c1=O
-1	-1	96	-5	19	0.6	-19	nt	0	-11	0	COc1ccc(CCNC(=O)C2CCCN2C(=O)Nc2ccc(F)cc2)cc1OC (stereo not drawn)
31	4	94	7	-32	0.4	32	-11	0	9	0	O=C(COC(=O)c1c(F)cccc1F)NCc1cccs1
-8	-5	98	4	-10	0.4	10	-1	-3	21	0	CCCN(C(=O)Cc1c(C(=O)O)n(C)c2ccccc12)c1cccc(C)c1
0	3	96	3	0	-0.8	0	1	0	5	-4	CC(C)C(=O)Nc1cccc(NC(=O)c2cccc(F)c2)c1
6	2	110	-2	-6	-0.2	6	-7	-6	-6	-1	CCOC(=O)COn1c2c(c3c4no[n+]([O-])c4ccc31)CCCC2
27	-10	83	-1	1	-1.4	-1	-4	-2	178	1	Cc1nc[nH]c(=O)c1Br

Screening results from PubChem BioAssay.
